IAP activation: mouse intestinal phosphatase enzyme activation – biochemical, luminescence, single concentration, confirmation (AID 434970); purified mouse IAP, CDP-Star luminescence, 30 min; stronger effect = lower value; 2.9% of 11,000 active; activity change, negative = activation, % at 10 µM; in the data active = activity change below about -85%;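 note: percent relative to enzyme plus DMSO wells and wells without enzyme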
IAP activation Fold change: second read-out of IAP activation, no call of its own (marks repeat the call); activation factor; measured here: IAP activation factor; stronger effect = higher value;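 fold luminescence change scaled to plate control wells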
Starred values were filed as active, the others as inactive. These rows are one share of the data (hit frequency here may not be typical).

entry	IAP activation Fold change	IAP activation	structure
1	1.01	-0.7	COc1ccc(OC)c(C(=O)c2coc3ccc(OCC(=O)O)cc23)c1
2	0.968	3.2	COc1ccc(CN2c3c(Br)cccc3C(=O)CS2(=O)=O)cc1
3	1.14	-13.6	COc1ccc2[nH]c3c(c2c1)CCN1C(=O)C(CC(=O)NCCCn2ccnc2)C[C@H](C(=O)N2CCOCC2)[C@@]31CCC1CCCC1 (stereo partly drawn)
4	0.833	16.6	O=C(Cn1c2ccccc2c(=O)c2ccccc21)N/N=C/c1cc([N+](=O)[O-])ccc1N1CCCCCC1
5	0.904	9.6	O=C(O)CSC(NC(=O)c1cccnc1)(C(F)(F)F)C(F)(F)F
6	1.29	-29.5	O=C(Nc1ccc2c(c1)nc1n2CCOC1)c1ccco1
7	0.429	57.1	O=C1/C(=C\c2ccc(O)cc2)SC(=S)N1/N=C/c1ccc(O)cc1
8	1.02	-2.4	O=C(CSc1ccc(-c2ccccc2)nn1)NCc1ccco1
9	0.952	4.8	CCOC(=O)c1cnc(SCCc2ccccc2)nc1N
10	0.912	8.8	O=S(=O)(NCc1cc(-c2ccc(Cl)cc2)no1)c1ccc(Cl)cc1
11	0.973	2.7	CCC(C)(C(=O)NC1CCCCC1)N(C(=O)c1ccccn1)c1ccccc1 (stereo not drawn)
12	0.934	6.6	Cn1c(C(=O)N2CCCc3ccccc32)cc2c(=O)n3ccccc3nc21
13	0.916	8.3	COC(=O)c1ccc(NC(=O)C2CCCO2)cc1 (stereo not drawn)
14	0.912	8.8	C=CCNc1nc(N2CCOCC2)c(C#N)c2c1CN(C)CC2
15	1.05	-5.3	O=C(COc1ccc(S(=O)(=O)NC2CCCC2)cc1)N1CCCCCC1
16	0.972	2.7	O=c1c2cc(Br)ccc2[nH]c(=S)n1Cc1ccccn1
17	2.83*	-182.8*	Cc1cccc(NC(=O)NC(C)CCc2ccccc2)c1 (stereo not drawn)
18	1.02	-2.5	CC(C)N(C(=O)CSc1nc2ccccc2n1Cc1ccccc1F)C(C)C
19	1.01	-0.5	CC1=CN(S(=O)(=O)c2ccc(C)cc2)C[C@@H]2c3ccccc3N(S(=O)(=O)c3ccc(C)cc3)[C@H]12
20	0.166	83.4	COc1cc(/C=C(\C#N)C(=O)c2ccc(O)c(O)c2)cc(I)c1O
21	0.958	4.2	O=C(CSc1nnc(CNc2ccc(F)cc2)n1Cc1ccco1)N1CCOCC1
22	0.904	9.6	N#Cc1c2c(c(NCCCN3CCOCC3)n3c1nc1ccccc13)CCC2
23	1.15	-15.3	COc1ccc(CNC(=O)C[C@H]2C[C@H](C(=O)N3CCOCC3)[C@@]3(C)c4[nH]c5cc(-c6ccco6)ccc5c4CCN3C2=O)cc1OC
24	0.966	3.4	Fc1cccc2sc(Nc3nnc(-c4ccco4)o3)nc12
25	1.1	-10.1	CC(=O)OCc1c(COC(C)=O)[n+](=O)c2ccccc2n1[O-]
26	0.984	1.6	O=C1c2ccccc2[C@@H]2C[C@H](NC34CC5CC(CC(C5)C3)C4)[C@@H](O)CCN12
27	0.956	4.4	CC(=O)Nc1nc2ccc(NC(=O)c3ccco3)cc2s1
28	0.811	18.9	Cc1cccc(NC(=S)NNC(=O)c2nn(C)cc2Cl)c1
29	0.997	0.3	COc1ccc(NC(=O)c2ccc(COc3ccccc3)o2)cc1
30	0.99	1.0	OC(COc1ccc2cc(Br)ccc2c1)CN1CCN(c2ccccn2)CC1 (stereo not drawn)
31	1.61	-61.5	CNC[C@@H]1Oc2ccc(NC(=O)Nc3ccccc3)cc2C(=O)N([C@@H](C)CO)C[C@H]1C
32	1.1	-10.5	Cc1cccc(NC(=O)CS(=O)(=O)c2cn(C)c3ccccc23)c1C
33	1.12	-11.6	CC(C)(C)NC(=O)C(c1ccc(-c2ccccc2)cc1)N(C[C@H]1CC[C@@H]([C@@H]2CC[C@H](CO)O2)O1)C(=O)c1ccc(C(C)(C)C)cc1 (stereo partly drawn)
34	0.883	11.7	Cc1cccc2c(=O)c(C(=O)N3CCCCCC3)c[nH]c12
35	0.87	13.0	CCCOc1ccc(C2C(C#N)=C(N)Oc3nc[nH]c(=O)c32)cc1OC (stereo not drawn)
36	0.319	68.1	CCCCOc1[nH]c2nc(-c3ccco3)n(Cc3ccco3)c(=N)c2c1C#N
37	1.24	-23.8	CC(C)c1ccc(NC(=O)C(c2ccccc2)N2CC(=O)Nc3ccccc32)cc1 (stereo not drawn)
38	0.992	0.8	CCCCN1C(=O)N(C)C2C1N(C)C(=O)N2CCCC (stereo not drawn)
39	0.994	0.6	O=C1CCC[C@@H]2CC(N3CCCCC3)C[C@@H]3CCN1[C@H]23 (stereo partly drawn)
40	0.921	7.8	Cc1cc(C)nc(N2CCC(CNC(=O)CCc3ccccc3)CC2)n1
41	1	-0.3	CCCCN(CC)C(=O)C1CCC(=O)N(c2ccc(OC)cc2)C1c1ccc(OC)c(OC)c1 (stereo not drawn)
42	1.01	-1.0	N#CC1=C(N)Oc2c(oc(CO)cc2=O)C1c1ccsc1 (stereo not drawn)
43	0.503	49.7	CCCCC1=CC2=C(c3ccco3)C(=O)C(C)(OC(=O)c3ccc(OC)cc3)C(=O)C2=CN1Cc1ccc2c(c1)OCO2 (stereo not drawn)
44	1.07	-6.6	CN1CCN(CC(=O)Nc2nc(-c3ccccc3)cs2)CC1
45	0.888	11.1	COC(=O)c1sccc1NC(=O)CSc1ccccc1NS(=O)(=O)c1ccc(Br)cc1
46	0.911	8.9	COc1ccc(N(CC(=O)NC2CCCCC2)C(=O)CNC(=O)c2ccco2)c(OC)c1
47	1.1	-9.9	CC(C)N1C(=S)SC(C)(C)C1n1oc(=O)n(-c2ccc(Cl)c(Cl)c2)c1=O (stereo not drawn)
48	1.15	-15.3	CC(O)[C@H](NC(=O)C1(c2ccccc2)CCN(C(=O)OC(C)(C)C)CC1)C(=O)O (stereo partly drawn)
49	0.893	10.8	CCOc1ccc2nc(NCCNC(=O)CC)c(C#N)cc2c1
50	1.01	-1.1	COc1cc2c(cc1OC)[C@@H](NC(=O)C(C)C)[C@H](OCc1ccccc1)C2
51	0.986	1.4	CCn1c(CSc2nc3ccccc3s2)nc2ccccc21
52	1.89	-89.3	Cc1cccc(C2=NN(c3ccccc3)[C@H](CO)[C@H]2c2ccc(Cl)cc2)c1
53	0.973	2.8	O=C(O)C1CC(=O)N(c2ccc(Br)cc2)C1 (stereo not drawn)
54	5.98*	-497.7*	C#CCOCCOCCOCCNc1nc(N2CCN(C(=O)CCCCCCCCCCNC(=O)[C@H](CO)n3cc(CCCSC)nn3)CC2)nc(N2CCN(C(=O)CCCCCCCCCCNC(=O)[C@H](CCCN=C(N)N)n3cc(C[C@@H](C)CC)nn3)CC2)n1
55	0.963	3.8	Cc1ccccc1C(=O)N1CCCN(C(=O)c2ccccc2C)CC1
56	0.873	12.8	CCOc1cc(C(=S)N2CCN(C)CC2)ccc1OCC(=O)N1CCOCC1
57	1	-0.4	COC(=O)c1cc(NC(=O)c2ccoc2C)cc(C(=O)OC)c1
58	0.869	13.1	O=S(=O)(c1ccc(Br)cc1)N1CCCC1c1nc2ccccc2s1 (stereo not drawn)
59	0.901	9.9	Cc1cc(N)c(NC2=CC(=O)CC(C)(C)C2)cc1C
60	0.972	2.9	O=C(c1cc2ccccc2o1)n1nnc2ccccc21

The results go on.
entry	IAP activation Fold change	IAP activation	structure
61	1.01	-1.4	Cc1noc(C)c1S(=O)(=O)N1CCC(C(=O)NCCN2CCC(C)CC2)CC1
62	1.12	-11.8	CCOC(=O)c1nc2cc3n(c(CC(C)C)c-2c1C)CC(C)=C3C
63	0.186	81.4	Cc1ccc(/C=c2\sc3nc(-c4ccco4)nn3c2=O)o1
64	0.898	10.2	COC(=O)COc1cc(Br)c(/C=C2/SC(=O)N(CC(=O)N3CCCC3)C2=O)cc1OC

Screening data deposited in PubChem by Sanford-Burnham Center for Chemical Genomics.
